Source: PubChem
NR5A2 inv ag – suppresses constitutive activity of human LRH-1. inhibition, % at 3.6 µM. O00482. HEK293T StAR-luciferase reporter, LRH-1 transfected, 24 h. 0.13% of 360,000 active;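 active = inhibition above the mean inhibition of all tested compounds plus 3 SD, cut at about 73% in these data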;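 note: 0% = DMSO wells and 100% = reporter-only cells lacking LRH-1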
Target sequence (O00482 whole entry, looked up): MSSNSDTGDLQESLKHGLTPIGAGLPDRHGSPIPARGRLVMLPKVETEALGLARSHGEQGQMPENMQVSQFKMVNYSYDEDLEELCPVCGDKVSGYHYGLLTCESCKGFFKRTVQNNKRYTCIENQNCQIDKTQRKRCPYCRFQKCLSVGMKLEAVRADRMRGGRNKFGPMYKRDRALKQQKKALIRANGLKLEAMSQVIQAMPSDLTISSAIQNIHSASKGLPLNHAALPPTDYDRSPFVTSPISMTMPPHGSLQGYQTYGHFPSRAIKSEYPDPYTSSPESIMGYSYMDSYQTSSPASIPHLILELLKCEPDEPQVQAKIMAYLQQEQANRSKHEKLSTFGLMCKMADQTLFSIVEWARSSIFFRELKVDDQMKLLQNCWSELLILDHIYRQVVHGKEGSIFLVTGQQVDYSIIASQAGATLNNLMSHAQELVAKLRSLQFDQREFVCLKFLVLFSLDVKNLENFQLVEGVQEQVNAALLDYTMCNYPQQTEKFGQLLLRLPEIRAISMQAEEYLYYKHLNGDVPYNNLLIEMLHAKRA
TWEAK-Fn14 inh – blocks TWEAK-Fn14 interaction in a reporter cell assay | AID 1159606 | TWEAK-stimulated Fn14 reporter cells, luciferase luminescence, 8 h | inhibition, % at 10 µM | 2% of 360,000 active; in the data active = inhibition above about 50%
C8 TRAIL sens – sensitizes caspase-8 expressing cells to TRAIL. NB7+C8 cells + TRAIL, ATPlite viability luminescence. inhibition (viability loss, TRAIL sensitization), % at 10 µM. 1% of 360,000 active;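 active = compounds causing at least 50% loss of cell viability in the single-dose screen, relative to plate controls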
NCOA1 inh – inhibitors of human steroid receptor coactivator 1 (SRC1) | Q15788 | HEK293 GAL4-SRC1 luciferase reporter, luminescence | inhibition, % at 3.6 µM | 0.12% of 360,000 active | AID 588354;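 active = inhibition above the campaign mean plus 3 SD, with each screening campaign given its own cutoff, cut at about 60% in these data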;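 note: 0% = DMSO treated cells and 100% = gossypol at 36 µM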
KKLEB cytotox – CF airway cell cytotoxicity counter-screen; activity change (cytotoxicity), % at 5 µM; 0.36% of 360,000 active; AID 602141; KKLEB CF airway cells viability, ATPlite luminescence, overnight; hits give low values; cells stimulated with P. aeruginosa culture filtrate;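 active = corrected activity change at or below -50% at 5 µM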
Shn3 3UTR inh – Schnurri-3 reporter inhibition in Clone20 osteoblasts | AID 588674 | 0.52% of 360,000 active | Clone20 osteoblast Shn3 3'UTR firefly luciferase, 24 h | inhibition, % at 12.5 µM;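 active = mean inhibition of at least 75% with every replicate also reaching 75%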;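 note: 0% = median of neutral control wells and 100% = pilot-screen positive control compound; some compounds past the cut are filed as inactive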
NR2F2 inh – NR2F2 (human) inhibition, primary screen; HEK293T NGFI-A luciferase reporter, luminescence; 0.7% of 370,000 active; inhibition, % at 8.6 µM; AID 686940;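 active = inhibition above a per-plate cutoff, mean inhibition of test wells between control levels plus 3 SD, cut at about 38% in these data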;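 note: cells cotransfected with COUP-TFII expression vector driving the NGFI-A reporter; 0% = median of COUP-TF2 test wells and 100% = reporter-only cells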
Target sequence (P24468 whole entry, looked up): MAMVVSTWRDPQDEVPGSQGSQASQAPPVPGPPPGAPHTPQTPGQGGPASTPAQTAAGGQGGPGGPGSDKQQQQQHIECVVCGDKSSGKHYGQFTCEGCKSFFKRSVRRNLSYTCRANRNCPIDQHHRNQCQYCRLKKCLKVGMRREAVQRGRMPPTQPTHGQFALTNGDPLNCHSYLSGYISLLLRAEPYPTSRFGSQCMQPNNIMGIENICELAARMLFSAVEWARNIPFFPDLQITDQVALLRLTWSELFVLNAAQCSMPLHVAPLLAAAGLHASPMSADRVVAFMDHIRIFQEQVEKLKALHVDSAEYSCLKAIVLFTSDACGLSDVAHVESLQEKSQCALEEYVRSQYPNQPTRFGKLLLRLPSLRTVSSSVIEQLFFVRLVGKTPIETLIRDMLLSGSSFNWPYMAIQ
NCOA3 inh – inhibits human SRC3 coactivator | Q9Y6Q9 | HEK293 GAL4-SRC3 luciferase reporter, luminescence | inhibition, % at 3.6 µM | 0.17% of 360,000 active | AID 588352;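 active = inhibition above a per-campaign cutoff, the mean of all compounds plus 3 SD, cut at about 60% in these data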;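 note: 0% = DMSO-treated cells and 100% = gossypol-treated cells at 36 µM; higher means less SRC3-driven luciferase light from the GAL4 reporter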
CF NFkB inh – inhibitors of cystic fibrosis induced NF-kB; KKLEB NF-kB-GFP reporter, PAF-induced, GFP fluorescence overnight; inhibition, % at 5 µM; 0.86% of 360,000 active;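 active = at least 50% inhibition at 5 µM, scaled per plate between neutral and stimulator controls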;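 note: PAF is a Pseudomonas aeruginosa culture filtrate used as stimulus; plate controls were PAF-stimulated DMSO wells for no effect and unstimulated DMSO wells for full effect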
TROY signal inh – blocks TROY-dependent signaling in reporter cells; AID 1347056; Q293 LMP1-TROYcd NF-kB luciferase reporter, 4 h; inhibition, % at 10 µM; 0.98% of 360,000 active;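 active = compounds whose plate-normalised and pattern-corrected inhibition of the luciferase reporter signal at the single screening dose is 50% or more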
EBV LMP1 NFkB – reduces LMP1-driven NF-kappaB luciferase signal; LMP1-induced NF-kappaB luciferase reporter cells, luminescence; inhibition, % at 12.5 µM; 0.69% of 350,000 active; in the data active = inhibition above about 41%;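 note: 0% = neutral control wells and 100% = reference inhibitor control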
Starred values were filed as active, the others as inactive; x = no result given; & = joins results of further samples. Not all compounds are listed. The share of hits here may be higher or lower than overall.

canonical_smiles	NR5A2 inv ag	TWEAK-Fn14 inh	C8 TRAIL sens	NCOA1 inh	KKLEB cytotox	Shn3 3UTR inh	NR2F2 inh	NCOA3 inh	CF NFkB inh	TROY signal inh	EBV LMP1 NFkB
Cc1cc(C)cc(N(C(=O)c2csnn2)C(C(=O)NC2CCCCC2)c2cccnc2)c1 (stereo unspecified)	-8	17	4	-12	2	-9	-6	10	-16	-6	-12
Cc1c(OCC(F)(F)F)ccnc1CS(=O)c1nc2ccccc2[nH]1 (stereo unspecified)	-27	-22	-1	-27	23	-37&-57	-5	-32	-17	-48	-16
O=C(Nc1ccccc1C(F)(F)F)C1CC(=O)N(c2ccccc2F)C1 (stereo unspecified)	9	2	-1	3	-1	5	5	0	-7	9	-1
COCc1nnc(NC(=O)c2ccc(Cl)cc2[N+](=O)[O-])s1	-16	0	-9	-2	-5	16	7	16	2	-18	-3
CCCc1cc(C(=O)N2CCCC(Nc3ccc(C)c(C)c3)C2)n(C)n1 (stereo unspecified)	-3	-5	-9	13	24	-7	3	13	-9	1	-2
Cc1ccc([N+](=O)[O-])cc1NC(=O)CN1CCCCC1	-2	-8	2	10	0	-3	-3	-30	-14	-4	2
COc1cccc(C2Nc3ccccc3C(=O)N2Cc2ccccc2)c1 (stereo unspecified)	3	-12	1	-25	4	20	1	4	-2	6	6
CCOC(=O)c1c(C)nc2ccc(Cl)cc2c1-c1ccccc1	5	-10	3	-21	-11	19	4	22	14	-6	4
Cc1ccc(-c2csc(NCCn3c(-c4ccncc4)nc4cc(C(F)(F)F)ccc43)n2)cc1	8	-2	4	-2	6	-11	7	-2	-44	-2	-17
NC(=O)C1CCN(C(=O)c2cc3c(s2)CCCC3)CC1	-50	-3	2	-45	6	-1	-10	-29	4	-54	-26
CCOC(=O)C1NC(=O)CC1c1ccccc1 (stereo unspecified)	-11	0	16	8	2	3	13	16	1	-1	4
CCOC(=O)C1CCCN(C(=O)CSc2nc(C)cc(C)n2)C1 (stereo unspecified)	25	10	5	17	2	3	14	-4	0	10	-8
Cc1noc(C)c1NC(=O)Nc1ccc2c(c1)C(=O)N([C@H](C)CO)C[C@H](C)[C@@H](CN(C)C(=O)Nc1ccc3c(c1)OCO3)O2	-11	14	-4	-11	1	3	-17	-11	-7	-3	-1
Cn1c(=O)c(C(=O)NC2CCCCCCC2)c(O)c2ccccc21	-22	-24	2	-3	-4	-75	-6	1	4	-62	-12
COCCOC(=O)c1[nH]c2c(c1C)C(=O)CC(c1ccccc1)C2 (stereo unspecified)	26	11	-4	-9	-17	40	x	6	48	32	0
COc1ccc2nc(SCC(=O)NCCc3ccccc3)[nH]c2c1	-14	6	2	5	8	21	-14	1	-2	-20	2
CN(C)c1ccc(CSc2ccccc2)cc1	-30	-25	-14	-41	9	-36	1	-52	-6	-92	-5
Cc1ccc(C(=O)NNC(=O)CCOc2cccc(C)c2)cc1	-16	3	0	-6	6	-16	6	9	-19	-14	2
CN1CCN(C2CN(Cc3cn(Cc4ccccc4F)nn3)S(=O)(=O)C2)CC1 (stereo unspecified)	13	-15	1	16	-10	-10	-9	26	-5	-4	x
Cc1ccc(Oc2cnc3ccccc3n2)cc1	-55	11	-3	-20	-6	-51	-12	-15	30	-48	-13
CCN(CC)S(=O)(=O)c1cc(NS(=O)(=O)c2cccc(C(=O)O)c2)ccc1C	2	-5	-6	-1	-9	-33	-7	17	-6	-12	-8
O=C1Nc2ccccc2/C1=C/c1ccc([N+](=O)[O-])cc1	17	31	27	8	-8	19	-1	10	-1	26	25
CCC(C)NCCOCCOc1ccc(C)cc1OC (stereo unspecified)	23	2	-9	10	10	5	9	8	-9	-21	7
COc1ccc(C(=O)N/N=C(\C)c2ccc3c(c2)C2C=CCC2C(c2ccccc2)N3)cc1 (stereo unspecified)	-6	-19	2	-2	-2	21	x	-2	-20	-11	3
O=c1cc2c(nn1Cc1cccc([N+](=O)[O-])c1)-c1ccccc1CC2	16	7	5	-12	-11	13	10	-5	7	11	-16
CC(C)n1cnc2c(Nc3cccc(Cl)c3)nc(N(CCO)CCCO)nc21	55	55*	37	54	-29	-2	x	38	73*	51*	-2
O=C(CCC1CCCC1)N1CCN(S(=O)(=O)c2ccc(Br)cc2)CC1	-14	-1	-8	-3	0	7	-19	11	26	-3	4
CCn1ncc(C2=NOC(C(=O)Nc3cccc(O)c3)C2)c1C (stereo unspecified)	-9	-10	-1	-3	-5	7	8	4	2	-11	7
CCOC(=O)C(C)n1cnc2c(nnn2-c2cccc(OC)c2)c1=O (stereo unspecified)	-38	1	-2	-27	-7	3	-28	-34	10	-37	-2
Cc1cc(C)c(OCC(=O)N2CCN(c3ncc(C(F)(F)F)cc3Cl)CC2)c(C)c1	11	8	-9	2	8	9	9	18	8	2	4

Reformatted with each value named: two of the compounds above.
> COCCOC(=O)c1[nH]c2c(c1C)C(=O)CC(c1ccccc1)C2 (stereo unspecified)
  NR5A2 inv ag: 26 | TWEAK-Fn14 inh: 11 | C8 TRAIL sens: -4 | NCOA1 inh: -9 | KKLEB cytotox: -17 | Shn3 3UTR inh: 40 | NR2F2 inh: x | NCOA3 inh: 6 | CF NFkB inh: 48 | TROY signal inh: 32 | EBV LMP1 NFkB: 0
> COc1ccc2nc(SCC(=O)NCCc3ccccc3)[nH]c2c1
  NR5A2 inv ag: -14 | TWEAK-Fn14 inh: 6 | C8 TRAIL sens: 2 | NCOA1 inh: 5 | KKLEB cytotox: 8 | Shn3 3UTR inh: 21 | NR2F2 inh: -14 | NCOA3 inh: 1 | CF NFkB inh: -2 | TROY signal inh: -20 | EBV LMP1 NFkB: 2

More results follow:
canonical_smiles	NR5A2 inv ag	TWEAK-Fn14 inh	C8 TRAIL sens	NCOA1 inh	KKLEB cytotox	Shn3 3UTR inh	NR2F2 inh	NCOA3 inh	CF NFkB inh	TROY signal inh	EBV LMP1 NFkB
CC(=O)Nc1ccc(S(=O)(=O)NCC2CCC(C(=O)NCCCN(C)Cc3ccccc3)CC2)cc1 (stereo unspecified)	-5	-17	-5	-9	21	-1	-6	-5	-27	5	3
C/C(Cc1ccccc1)=N\NC(=O)CNC(=O)c1ccc(Br)cc1	-6	11	-3	-42	-11	-6	10	16	6	9	-2
O=C1CCCN1c1ccc(S(=O)(=O)N2CCCCC2)cc1[N+](=O)[O-]	7	1	-6	-15	10	-4	5	8	-1	-7	1
Cc1cc(=O)c2c(o1)CC(C)(C)CC2=O	-2	-11	-1	7	9	21	5	3	-3	8	-7
CC1(C)Cc2c(cnn2-c2ccccc2)C(=O)/C1=N\NC(=O)c1ccncc1	-1	-23	-7	3	-10	8	9	10	1	-15	-11
Cc1ccc(C)c(OCCC(=O)OCC(=O)NCCNC(=O)COC(=O)CCOc2cc(C)ccc2C)c1	-3	0	1	2	20	2	26	-6	15	25	-1
COc1ccc(-c2cccc(NS(=O)(=O)c3cccc([N+](=O)[O-])c3)c2)nn1	7	-11	-7	14	-6	-12	1	0	-5	11	7
CNC(=O)C(=O)Nc1ccc2c(c1)N(S(=O)(=O)c1cccs1)CCC2	8	0	-9	16	-1	-16	15	-4	-22	-3	-1
C[C@H](NC(=O)C1CCN(S(=O)(=O)c2ccccc2)CC1)C(=O)NCc1ccccn1	2	5	-4	-4	18	3	-7	-42	-30	6	2
CCCCCOc1ccc(NC(=O)C(=O)NCC2CCCN2CC)cc1 (stereo unspecified)	-4	-2	4	-6	0	13	8	-1	6	-64	-2
CCOC(=O)c1sc2nc(C(C)C)c3c(c2c1N)CC(C)(C)OC3	6	-9	-6	1	-2	18	-11	-12	15	1	-16
COC(=O)CNC(=O)COC(=O)/C=C/c1cccs1	-8	16	-13	10	-11	-7	-29	-3	9	-8	-9
COc1cc(OC)cc(N2C(=O)CSCC2=O)c1	13	3	-5	11	-6	7	-5	19	2	-14	5
CCOC(=O)[C@]12CCC=C1N(Cc1cccc3ccccc13)C(=O)[C@H](CC(=O)NCCCCc1ccccc1)C2	21	6	1	x	x	x	13	x	x	1	x
Cc1ccc(SC(C)C(=O)N2CCN(c3ccccc3)CC2)cc1 (stereo unspecified)	9	16	-12	8	-2	-7	7	7	-14	11	0
CCOC(=O)N1CCN(S(=O)(=O)c2ccc3[nH]c(=O)sc3c2)CC1	4	4	-9	-14	-5	-11	-11	19	15	6	-7
CN(C)S(=O)(=O)c1ccc(NC(=S)NC(=O)C2CCC2)cc1	30	3	25	-18	7	11	-7	2	-2	-30	-7
Cc1[nH]c2ccccc2c1/C=N/NC(=O)CNC(=O)c1cccs1	8	24	3	-3	-6	3	3	0	-2	11	-4
O=C(NCCCN1CCCC1=O)c1ccc(Cl)c(S(=O)(=O)N2CCCCC2)c1	17	2	3	-1	-4	1	5	10	-1	-2	3
COc1cccc(CNC(=O)N[C@@H](CC(C)C)C(=O)O)c1	-20	-8	-10	-10	3	4	8	1	5	-2	-5
Cc1ccccc1C(=O)NC(=S)Nc1cccc(NC(=O)C(C)C)c1	-4	-5	-6	-15	13	14	11	-9	15	-13	7
O=C(/C=C/c1cccc([N+](=O)[O-])c1)NCc1cccnc1	14	7	-12	-9	-2	x	10	5	2	5	1
Cc1ccccc1OCC(=O)NCC(=O)OCC(=O)c1ccc2ccccc2c1	-11	0	-20	9	11	15	-1	6	-3	15	-1
CC(NC(=O)CCCC1CCCCC1)c1ccc(S(N)(=O)=O)cc1 (stereo unspecified)	-10	12	-36	18	12	0	-10	5	-7	9	0
CN(C)CC(=O)Nc1nc(-c2ccccc2)cs1	-57	-11	4	-14	12	-16	-14	-10	-2	-46	1

Structural class: those above containing an aryl methoxy group
canonical_smiles	NR5A2 inv ag	TWEAK-Fn14 inh	C8 TRAIL sens	NCOA1 inh	KKLEB cytotox	Shn3 3UTR inh	NR2F2 inh	NCOA3 inh	CF NFkB inh	TROY signal inh	EBV LMP1 NFkB
COc1cccc(C2Nc3ccccc3C(=O)N2Cc2ccccc2)c1 (stereo unspecified)	3	-12	1	-25	4	20	1	4	-2	6	6
COc1ccc2nc(SCC(=O)NCCc3ccccc3)[nH]c2c1	-14	6	2	5	8	21	-14	1	-2	-20	2
CCC(C)NCCOCCOc1ccc(C)cc1OC (stereo unspecified)	23	2	-9	10	10	5	9	8	-9	-21	7
COc1ccc(C(=O)N/N=C(\C)c2ccc3c(c2)C2C=CCC2C(c2ccccc2)N3)cc1 (stereo unspecified)	-6	-19	2	-2	-2	21	x	-2	-20	-11	3
CCOC(=O)C(C)n1cnc2c(nnn2-c2cccc(OC)c2)c1=O (stereo unspecified)	-38	1	-2	-27	-7	3	-28	-34	10	-37	-2
COc1ccc(-c2cccc(NS(=O)(=O)c3cccc([N+](=O)[O-])c3)c2)nn1	7	-11	-7	14	-6	-12	1	0	-5	11	7
COc1cc(OC)cc(N2C(=O)CSCC2=O)c1	13	3	-5	11	-6	7	-5	19	2	-14	5
COc1cccc(CNC(=O)N[C@@H](CC(C)C)C(=O)O)c1	-20	-8	-10	-10	3	4	8	1	5	-2	-5
